inhibitors of VEEV: inhibitors of VEEV TC-83 cytopathic effect, confirmation, Vero cells (AID 588727); Vero cells, VEEV TC-83 cytopathic effect inhibition; higher % means a stronger effect; one-dose inhibition, % at 20 µM; IC50 in µM for titrated hits; hit rate 0.13% among 350,000; in the data active means a potency from the dose series; inconclusive means inhibition mostly from about 14% at the one dose, without a potency; inactive means the rest, 99 in 100 with inhibition below about 12%; further: strong numbers were not always called active
H37Rv inhibition: M. tuberculosis growth inhibition, HTS (AID 449762). M. tuberculosis H37Rv growth inhibition, 7H9 media; higher % means a stronger effect. one-dose inhibition, % at 25 µM; IC50 in µM for titrated hits. hit rate 0.59% among 330,000; in the data active means a potency from the dose series; inconclusive means inhibition above about 70% without an active follow-up result;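 further: bacterial growth assessed after seven days of incubation; strong numbers were not always called active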
tuberculosis growth: growth inhibition of non-replicating M. tuberculosis (AID 488890) | Mycobacterium tuberculosis non-replicating, growth inhibition; higher % means a stronger effect | inhibition, % at 25 µM; hits with a dose series show IC50 in µM | hit rate 0.39% among 320,000; in the data active means a potency from the dose series; inconclusive means inhibition mostly from about 82% at the one dose, without a potency; inactive means the rest, 99 in 100 with inhibition below about 76%;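 further: plate controls were DMSO cells for no effect and high antibiotic wells for full effect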
Salmonella PhoP GFP: Inhibition of PhoP regulon, Salmonella typhi GFP reporter cells, confirmation, 4 h (AID 1850); Salmonella Typhi PhoP-promoter GFP reporter, fluorescence, 4 h; higher % means a stronger effect; inhibition, % at 50 µM; hits with a dose series show IC50 in µM; hit rate 0.33% among 310,000; in the data active means a potency from the dose series; inconclusive means inhibition mostly from about 25% at the one dose, without a potency; inactive means the rest, 99 in 100 with inhibition below about 19%;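 further: 0% = induced wells with vehicle and 100% = uninduced wells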
influenza NS1A: H1N1 influenza NS1A inhibitors, functional cell based assay (AID 504329) | NS1A functional cell-based assay, percent inhibition; higher % means a stronger effect | one-dose inhibition, % at 12.5 µM; IC50 in µM for titrated hits | hit rate 0.3% among 340,000; in the data active means a potency from the dose series; inconclusive means inhibition above about 27% without an active follow-up result; further: strong numbers were not always called active
inhibitors of VEEV 10K pilot screen: also measured in inhibitors of VEEV; calls as there; inhibition, %; measured here: 10K pilot screen inhibition
An asterisk follows results filed as active; i = inactive; ? = inconclusive; · = not tested or not shown.

SMILES | inhibitors of VEEV | H37Rv inhibition | tuberculosis growth | Salmonella PhoP GFP | influenza NS1A | others
CCC(C)NC(=O)CNS(=O)(=O)c1ccc(C)cc1 (stereo not drawn) | 0.5% | 7.6% | 14.0% | 1.7% | -6.0%
CC(=O)Nc1cccc(C(=O)/C=C/c2ccc[nH]2)c1 | 2.3% | 1.2% | -1.6% | 10.8% | -14.6%
COCCn1c(C)cc(C2=NNC(=Nc3ccc(OC)cc3)SC2)c1C | 4.2% | 66.7% | 32.0% | -21.2% | 2.1%
COc1cccc(-c2ccc3ncnc(N(C)Cc4ccco4)c3c2)c1 | 7.8% | ? | 60.7% | · | 10.6% | inhibitors of VEEV 10K pilot screen=8.4
Cc1ccc(C)c(Cn2ncc3ccccc32)c1 | i | 7.2% | 27.9% | -5.9% | 1.6%
O=C(NC(=S)Nc1ccccc1N1CCOCC1)c1ccc(-c2cc(Cl)ccc2Cl)o1 | 1.1% | 6.5% | -4.2% | -9.1% | -2.2%
COc1ccc(C(=O)CC(=O)C(=O)Nc2ccccc2)cc1 | 1.5% | 12.9% | 76.3% | -12.0% | 7.0%
CSc1c(C#N)c(N)c(C#N)c2c1COC(C)(C)C2 | i | -11.2% | 11.2% | -3.3% | -0.4%
CCCN1C2CCCC1CC(NC(=O)c1cc(OC)c(OC)c(OC)c1)C2 (stereo not drawn) | 1.1% | 9.1% | 11.9% | 3.6% | 3.6%
Cc1ccc(C(C)C)c(OCC(=O)NN2C(=O)c3ccccc3C2=O)c1 | i | 6.2% | 16.8% | 0.0% | -0.6%
COC(=O)CCN(C(=O)c1ccc(Cl)c([N+](=O)[O-])c1)c1ccccn1 | 2.2% | -1.1% | -9.5% | 4.0% | 7.7%
O=C(O)C12C[C@H]3C[C@@H](C1)CC(n1ncc(N4CCN(c5ccccc5)CC4)c(Cl)c1=O)(C3)C2 | 0.9% | -20.1% | -9.8% | -5.8% | 0.8%
CC1Cc2ccccc2N1Cc1cc(=O)c(OCC(=O)Nc2ccccc2)co1 (stereo not drawn) | 6.0% | 19.7% | 6.0% | 1.9% | 0.7%
CC(=O)NC12CC3CC(C1)CC(C(=O)N1CCN(C(=O)c4ccco4)CC1)(C3)C2 | 1.1% | -5.2% | -9.0% | · | -3.3%
CN(C)S(=O)(=O)c1ccc(NC(=O)CSc2nnc(-c3ccco3)n2N)cc1 | 2.8% | 10.5% | 8.5% | · | 0.5%
CN(C(=O)COC(=O)c1ccc2c(c1)OCCO2)c1ccccc1 | 1.9% | -2.2% | 2.2% | 0.2% | 6.3%
CC(=O)c1c(NCc2ccccc2)nc(=O)n(-c2ccccc2)c1C | 7.2% | -9.5% | 3.6% | 9.3% | 3.2%
C#CCOCCOCCOCCNc1nc(N2CCN(C(=O)[C@H](Cc3cc4ccccc4[nH]3)n3cc([C@@H](N)C(C)CC)nn3)CC2)nc(N2CCN(C(=O)[C@H](Cc3cc4ccccc4[nH]3)n3cc([C@@H](N)CC(C)C)nn3)CC2)n1 (stereo partly drawn) | · | ? | ? | 70µM* | ·
CSc1ncc(Cl)c(C(=O)Nc2cc(C)ccc2C)n1 | i | 2.7% | -24.5% | 0.4% | -7.2%
Cc1cc(NC(=O)c2ccccc2F)on1 | 1.4% | 10.8% | 37.1% | -4.5% | 2.7%
Clc1cccc(OCc2nnc(-c3ccccc3Br)o2)c1 | 1.0% | 2.6% | 53.8% | 6.1% | -9.7%
CC(OC(=O)CCOc1ccccc1)C(=O)Nc1ccc(Cl)cn1 (stereo not drawn) | 1.0% | 4.2% | 74.4% | -4.6% | 2.3%
Cc1ccc(Cn2c(SCC(=O)N/N=C/c3ccccc3OCC(=O)O)nc3ccccc32)cc1 | 0.3% | -11.2% | 23.6% | -8.1% | 16.7%
O=C(O)c1cccc2c1C(=O)c1cccc3snc-2c13 | i | 0.8% | -1.3% | -1.9% | -2.3%
O=C1CCNc2cc3ccccc3cc21 | 3.1% | 6.2% | 47.1% | -5.1% | 5.0%
COc1ccc(N(CC(=O)NCC2CCCO2)C(=O)CCC(=O)Nc2nccs2)c(OC)c1 (stereo not drawn) | i | 1.5% | -1.0% | 2.2% | 11.5%
NCCCCC(=O)O | 0.6% | 1.7% | 0.1% | -22.0% | -4.8%
Cc1cccc(N2CCN(C(=O)CSc3ccsc3[N+](=O)[O-])CC2C)c1 (stereo not drawn) | 3.8% | 25.2% | 52.7% | -2.3% | 25.6%
CN1C(=O)C(C)(C)c2cc(S(=O)(=O)N3CCC(C(=O)NCc4ccccc4Cl)CC3)ccc21 | 0.3% | 1.8% | 23.9% | 1.2% | 3.0%
COc1cccc(-c2cc(C(=O)NC3CCCC3)c3ccccc3n2)c1 | 9.1% | 0.6% | -1.4% | -14.6% | ·
COC(=O)Cn1nc(-c2ccc(C)c(S(=O)(=O)N(C)C)c2)c2ccccc2c1=O | 7.7% | 0.3% | 43.7% | 3.9% | -6.8%
CC(C)C(NC(=O)COc1ccccc1)C(=O)O (stereo not drawn) | 1.3% | · | · | 5.0% | -2.6%
Cc1ccc(SCCSc2nc(C)cc(=O)[nH]2)cc1 | 0.3% | -2.5% | 75.7% | -3.6% | -2.5%
c1ccc(N2CCN(c3ccccc3)C2c2cccnc2)cc1 | 1.3% | -7.0% | 52.7% | 4.5% | -11.5%
CC(C(=O)OCC(=O)N(C)C1(C#N)CCCCC1)N1C(=O)c2ccccc2C1=O (stereo not drawn) | 1.3% | -11.7% | -10.3% | · | -12.9%
CN(C)Cc1c(C(=O)N/N=C/C=C/c2ccccc2)nnn1-c1nonc1N | 2.4% | -4.3% | 8.5% | 4.6% | -3.3%
NNC(=O)CN1C(c2ccccc2Br)=Nc2ccc(Br)cc2C1c1ccccc1 (stereo not drawn) | i | 7.0% | 14.7% | -0.6% | -2.4%
COc1cccc(CNC(=O)CCCn2ncn3c(cc4occc43)c2=O)c1 | 0.3% | 0.0% | 4.0% | 5.0% | 6.7%
O=C(CSc1ccc2c(c1)OCCO2)Nc1ncc(Cl)cc1Cl | i | -2.9% | 37.5% | 6.9% | -7.8% | inhibitors of VEEV 10K pilot screen=1.2
Cc1ccc(C(=O)Nc2ccc3c(c2)nc2n3CCSC2)cc1 | 3.5% | -14.2% | 17.8% | 19.6% | 8.1%

Quoted from the entries so far, 12 compounds:
SMILES | inhibitors of VEEV | H37Rv inhibition | tuberculosis growth | Salmonella PhoP GFP | influenza NS1A | others
CN1C(=O)C(C)(C)c2cc(S(=O)(=O)N3CCC(C(=O)NCc4ccccc4Cl)CC3)ccc21 | 0.3% | 1.8% | 23.9% | 1.2% | 3.0%
COc1cccc(-c2cc(C(=O)NC3CCCC3)c3ccccc3n2)c1 | 9.1% | 0.6% | -1.4% | -14.6% | ·
COC(=O)Cn1nc(-c2ccc(C)c(S(=O)(=O)N(C)C)c2)c2ccccc2c1=O | 7.7% | 0.3% | 43.7% | 3.9% | -6.8%
CC(C)C(NC(=O)COc1ccccc1)C(=O)O (stereo not drawn) | 1.3% | · | · | 5.0% | -2.6%
Cc1ccc(SCCSc2nc(C)cc(=O)[nH]2)cc1 | 0.3% | -2.5% | 75.7% | -3.6% | -2.5%
c1ccc(N2CCN(c3ccccc3)C2c2cccnc2)cc1 | 1.3% | -7.0% | 52.7% | 4.5% | -11.5%
CC(C(=O)OCC(=O)N(C)C1(C#N)CCCCC1)N1C(=O)c2ccccc2C1=O (stereo not drawn) | 1.3% | -11.7% | -10.3% | · | -12.9%
CN(C)Cc1c(C(=O)N/N=C/C=C/c2ccccc2)nnn1-c1nonc1N | 2.4% | -4.3% | 8.5% | 4.6% | -3.3%
NNC(=O)CN1C(c2ccccc2Br)=Nc2ccc(Br)cc2C1c1ccccc1 (stereo not drawn) | i | 7.0% | 14.7% | -0.6% | -2.4%
COc1cccc(CNC(=O)CCCn2ncn3c(cc4occc43)c2=O)c1 | 0.3% | 0.0% | 4.0% | 5.0% | 6.7%
O=C(CSc1ccc2c(c1)OCCO2)Nc1ncc(Cl)cc1Cl | i | -2.9% | 37.5% | 6.9% | -7.8% | inhibitors of VEEV 10K pilot screen=1.2
Cc1ccc(C(=O)Nc2ccc3c(c2)nc2n3CCSC2)cc1 | 3.5% | -14.2% | 17.8% | 19.6% | 8.1%

Continuation.
SMILES | inhibitors of VEEV | H37Rv inhibition | tuberculosis growth | Salmonella PhoP GFP | influenza NS1A | others
Cc1cc(C)n(-c2ccc(C)c(Cl)c2)n1 | 0.7% | -7.2% | -5.2% | -3.4% | -0.5%
c1ccc(-c2nc(NCc3cccnc3)c3oc4ccccc4c3n2)cc1 | 4.7% | ? | 28.9% | -3.0% | -6.8%
Clc1ccc2c(NCc3ccccn3)ncnc2c1 | 2.3% | -7.8% | 12.7% | 4.4% | -10.0%
CC(C)C(NC(=O)OCc1ccccc1)C(=O)OCC(=O)NCc1ccco1 (stereo not drawn) | 2.1% | 8.7% | 22.4% | 6.6% | 0.8%
COc1cc(-c2nnc(SCC3(c4ccccc4)OCCO3)o2)cc(OC)c1OC | 9.1% | 5.5% | 0.8% | -7.7% | -30.0%
N=C1C(c2nc3ccccc3[nH]2)=C(O)CN1c1ccc(CC(=O)O)cc1 | 5.3% | -2.2% | -1.9% | -8.2% | 9.0%
CCn1c(SCC(=O)N2c3ccccc3CC2C)nnc1-c1ccco1 (stereo not drawn) | 5.2% | 1.9% | 1.6% | -0.5% | 9.1%
Nc1ccc(CSc2ccc(Cl)cc2)cc1 | 0.2% | ? | ? | 11.8% | -15.8%
CCOC(=O)C1CCCN(C(=O)c2ccc3nc(-c4ccccc4)c(-c4ccccc4)nc3c2)C1 (stereo not drawn) | 2.2% | 0.6% | 20.6% | 5.4% | 5.8%
CCOc1ccccc1-n1c(O)c(C=NCCCN(CC)CC)c(=O)[nH]c1=O | 1.9% | -3.9% | -10.9% | -6.3% | -20.4%
CC(C)C[C@H](NC(=O)Nc1ccc(S(N)(=O)=O)cc1)C(=O)O | 0.2% | 0.9% | -11.2% | 4.2% | 6.0%
CC(CCc1ccccc1)NC(=O)CCCn1ncn2c(cc3occc32)c1=O (stereo not drawn) | 0.9% | 3.2% | 12.0% | -4.4% | -2.0%
COC(=O)C1=C(N)Oc2cc(C)n(Cc3ccco3)c(=O)c2C1c1cccc(Cl)c1 (stereo not drawn) | 7.7% | 1.8% | 17.2% | 1.2% | -5.0%
Nc1nc(-c2ccc([N+](=O)[O-])cc2)cc(=O)[nH]1 | 0.6% | · | · | · | 1.0%
CCN(CC)C(=O)[C@H]1C[C@H](CC(=O)NC/C=C(\C)CCC=C(C)C)C(=O)N2CCc3c([nH]c4cc(-c5ccco5)ccc34)[C@]12C | 1.7% | · | · | · | 0.3%
Cc1csc2c(SCC(=O)NNC(=O)C(Cl)Cl)ncnc12 | i | -3.9% | -15.2% | 6.0% | ·
CC(C)N(Cc1nc(-c2ccc(Cl)cc2)no1)C(=O)CCCN1C(=O)c2ccccc2C1=O | 0.8% | · | · | · | 30.4%
CSc1cccc(N2CC(C(=O)N(CC(C)C)c3c(N)n(Cc4ccccc4)c(=O)[nH]c3=O)CC2=O)c1 (stereo not drawn) | 3.4% | -2.1% | 28.5% | -3.2% | -3.0%
COc1cc(NC(=O)c2ccc(Cl)cc2)c(Cl)cc1NC(=O)c1cccnc1 | 0.9% | -2.1% | -8.9% | -12.1% | -11.8%
CC(C)C(OC(=O)c1nsc(Cl)c1Cl)C(=O)NC1CCCCC1 (stereo not drawn) | 0.7% | -0.4% | 26.1% | -2.5% | -6.3%
COC(=O)c1c(C(=O)OC)c(-c2ccc(F)cc2)n2c1CS(=O)(=O)C2 | 0.6% | 1.6% | -3.9% | -6.0% | -4.8%
O=C1CSC(c2cn(-c3ccccc3)nc2-c2ccc3c(c2)OCCO3)N1CCN1CCOCC1 (stereo not drawn) | 11.0% | 0.1% | 21.4% | 1.1% | 8.5%
COc1ccc(N2CCN(C(=O)c3cn(Cc4ccccc4)nc3-c3cccnc3)CC2)cc1 | 0.8% | -3.4% | 33.7% | · | 1.1%
O=c1[nH]nnc2c1cnn2-c1ccccc1 | 2.3% | · | · | · | -0.7%
Cc1c(C=NCCOCc2ccccc2)cnn1C | i | -2.9% | 13.1% | -0.6% | -18.9%
CN(Cc1nc(-c2ccccc2)no1)C1CCOCC1 | 1.4% | -0.4% | 1.4% | -8.8% | -5.6%
COc1ccc(C(=O)NNC2=CC(=O)CC(C)(C)C2)cc1OC | 1.0% | 4.2% | -16.6% | 5.2% | -0.4%
CCCC/C(O)=C1\C(=O)CC(C)(C)CC1=Nc1ccc(N)cc1 | 1.5% | 3.2% | 19.4% | -9.3% | -13.7%
